TAG inh = inhibitors of triacylglycerol accumulation. H9c2 cells, Nile Red lipid (TAG) fluorescence; cells loaded with 200 µM oleic acid. inhibition, % at 12.5 µM. 230,000 tested, 0.66% active. AID 651582;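 active = pattern-corrected inhibition of lipid staining of at least 50% with the nuclear-stain viability signal not falling by more than 50%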;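 also: 0% = DMSO wells and 100% = triacsin C control wells; some results filed as inactive read as strong as hits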
TAG inh DAPI viability = further read-out of TAG inh, marked with its call; DAPI nuclei signal change (viability), lower = more cytotoxic, %;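 whole-well DAPI fluorescence read on a plate reader as a viability signal; minus 50 percent equals half of cells still viable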
The depositor's hits bear a star.

entry	canonical_smiles	TAG inh	TAG inh DAPI viability
1	Cc1nn(-c2ccccc2)c2nc(-c3cccs3)cc(C(=O)NN)c12	14	24
2	C=C1CCN([C@@H](CC(C)C)C(=O)NCCCc2ccccc2)S(=O)(=O)c2ccccc21	-19	6
3	COc1ccc(CCNC(=O)COC(=O)c2ccc(C)s2)cc1OC	-19	6
4	O=C(NCCC1=CCCCC1)C1CCC(CNc2nc(=S)[nH]c3ccccc23)CC1 (stereo not given)	-23	-2
5	Cc1cc(OCC(=O)NCC(c2ccc(F)cc2)N2CCOCC2)ccc1Cl (stereo not given)	3	-4
6	COc1ccc(-c2cnn(-c3ccccc3)c2N)cc1OC	18	-13
7	O=C(NCC(c1cccs1)N1CCOCC1)c1cc(-c2ccccn2)nc2ccccc12 (stereo not given)	9	1
8	Cc1ccnc(NC(=O)CN(C)S(=O)(=O)c2cccc3nsnc23)c1	-2	1
9	Cc1c(Cl)cccc1NS(=O)(=O)c1cn(C)c(=O)n(C)c1=O	-1	-8
10	CCCC(=O)c1cc2c(cc1NC(=O)c1cccs1)OCCO2	-1	12
11	O=C(CSc1nc2ccc([N+](=O)[O-])cc2s1)NC1CCS(=O)(=O)C1 (stereo not given)	19	7
12	COc1ccccc1NC(=O)COC(=O)CNC(=O)C1CCCCC1	0	-5
13	O=C(/C=C/c1ccccc1)Nc1ccc(S(=O)(=O)N2CCOCC2)cc1	-18	-9
14	O=C(CNS(=O)(=O)c1cccc(F)c1)OCC(=O)N1CCCC1=O	-2	2
15	Cc1ccc(C(=O)NCC(=O)NCC(c2cccs2)N2CCOCC2)cc1 (stereo not given)	-19	1
16	Cc1ccc(C)c(S(=O)(=O)N2CCC3(CC2)OCCO3)c1	-3	3
17	COc1ccccc1N1C(=O)CCC1(C#N)c1ccc(Br)cc1 (stereo not given)	-25	11
18	CCCC(=O)N(Cc1cc2cc(OC)ccc2[nH]c1=O)c1ccc(OC)cc1	-7	6
19	CCOC(=O)N1CCC(NC(=O)c2ccc(NC(=O)C3CCCO3)cc2)CC1 (stereo not given)	15	-5
20	Cc1cccc(C(=O)OCC(=O)N(C)C(c2ccccc2)c2ccccc2)c1[N+](=O)[O-]	7	2

3 compounds already listed, arranged by count of non-hydrogen atoms, smallest number first.
entry	canonical_smiles	TAG inh	TAG inh DAPI viability
9	Cc1c(Cl)cccc1NS(=O)(=O)c1cn(C)c(=O)n(C)c1=O	-1	-8
11	O=C(CSc1nc2ccc([N+](=O)[O-])cc2s1)NC1CCS(=O)(=O)C1 (stereo not given)	19	7
2	C=C1CCN([C@@H](CC(C)C)C(=O)NCCCc2ccccc2)S(=O)(=O)c2ccccc21	-19	6

Screen by screen, from the results shown:
Compounds 6–14 in TAG inh DAPI viability: -13, 1, 1, -8, 12, 7, -5, -9, 2
Compounds 6–14 in TAG inh: 18, 9, -2, -1, -1, 19, 0, -18, -2

Next entries follow.
entry	canonical_smiles	TAG inh	TAG inh DAPI viability
21	CCOC(=O)N1CCN(CC(=O)Nc2nccs2)CC1	5	2
22	COc1cccc(NC(=O)NNC(=O)CCc2ccc(O)c(O)c2)c1	4	4
23	Cc1ccc(S(=O)(=O)N2CCN(CC(=O)NC(C)c3ccccc3)CC2)cc1 (stereo not given)	-2	-4
24	COc1cccc(OC(=O)N2CCOCC2)c1	5	-2
25	Cc1ccc(NC(=O)CCOc2ccccc2C)cc1F	-45	5
26	CCOc1ccccc1OCC(=O)Nc1ccc(OC)c(S(=O)(=O)N2CCCCC2)c1	-48	4
27	O=C(CN1CCN(S(=O)(=O)c2ccc(Br)cc2)CC1)N/N=C/c1cccs1	3	7
28	Cc1noc(C(=O)N2CC3(C)CC2CC(C)(C)C3)c1Cl (stereo not given)	-11	11
29	Cc1cccc(Oc2coc3cc(OC(=O)c4cccs4)ccc3c2=O)c1	0	-5
30	Nc1c(C(=O)Nc2ccc(Cl)c(C(=O)O)c2)sc2nc3c(cc12)CCCC3	15	3
31	O=C1CCN(C(=O)Cc2ccccc2)c2ccccc21	-8	10
32	O=C(N/C(=C/c1ccccc1)C(=O)N1CCCCC1)c1ccco1	-8	-1
33	Cc1ccnc(NC(=O)CN2C(=O)NC(C)(c3ccc4ccccc4c3)C2=O)c1 (stereo not given)	-4	3
34	CC(C)c1ccc(N(CC(=O)N2CCOCC2)S(C)(=O)=O)cc1	-1	-11
35	Cc1cc(C(=O)CSc2nnc(-c3ccc(F)cc3)o2)c(C)n1CC1CCCO1 (stereo not given)	16	-13
36	O=C(O)c1ccc(CSc2nnc(-c3ccncc3)n2-c2ccc(Br)cc2)cc1	-4	-5
37	Oc1ccc2ccccc2c1CNc1ccc(Br)cn1	-1	-5
38	CCOC(=O)CC1=C(C(=O)OCC)C(c2ccc(C)o2)C(C#N)=C(N)O1 (stereo not given)	-16	-3
39	COc1ccc(CN2C[C@H]3CON(C)[C@H]3C[C@H]2c2ccc(-c3cccc(F)c3)cc2)cc1	2	-2
40	Clc1nc(CN2CCCCC2)nc2sc3c(c12)CCC3	0	19
41	COC(=O)C1C(=O)C2=C(CC1C)NC(=O)CC2c1ccc(F)cc1 (stereo not given)	-17	8
42	C#CCN(C[C@H]1[C@H](OC(=O)NC2CC2)[C@H](OC(=O)NC2CC2)C[C@H]2C(=O)N(c3ccccc3)C(=O)[C@@H]12)S(=O)(=O)c1ccc(C)cc1	10	0
43	CC(=O)Nc1cccc(OCC(=O)Nc2cccc(S(=O)(=O)N3CCCC3)c2)c1	-14	-3
44	CCCNC(=S)N1CCN(c2nc(-c3ccc(C)cc3)cs2)CC1	-5	0
45	COC(=O)[C@@H]1[C@H](CCc2ccccc2)NC(=O)N(Cc2ccccc2)[C@@H]1C	-6	13
46	O=C(CCCCCN1C(=O)c2cccc3cccc(c23)C1=O)NCCO	-4	5
47	COc1ccc(/C=N/NC(=O)c2cccc([N+](=O)[O-])c2)cc1OC(=O)c1ccccc1	3	-12
48	O=C(CN1CCN(S(=O)(=O)c2ccc3c(c2)OCCO3)CC1)Nc1ccccc1Br	-2	5
49	CN(C)c1ncnc2c1ncn2[C@H]1CN(Cc2ccc(-c3ccccc3)cc2)C[C@@H](CO)O1	1	-4
50	COc1ccc(C(N)=O)c(OCC(=O)Nc2cc(C)on2)c1	7	2
51	COc1ccc(-c2n[nH]c(C)c2-c2cnn(-c3ccccc3)c2)c(O)c1C	-19	10
52	CCc1ccc(/C=N/N2CCN(c3ccccn3)CC2)cc1	-8	-1
53	Cc1ccccc1NC(=O)COC(=O)CC1CCCC1	-19	1
54	Cc1ccc(Cn2nc(C)c(NC(=O)c3nn(C)cc3Cl)c2C)cc1	-15	-3
55	CCOC(=O)N1CCN(C(=O)C2CCCN(S(=O)(=O)c3cccnc3)C2)CC1 (stereo not given)	-3	-10
56	CC1CCCC(NCC(=O)Nc2ccc(C(N)=O)cc2)C1C (stereo not given)	7	-1
57	O=C(c1ccc(N2CCCCS2(=O)=O)cc1)N1CCN(c2ccc(N3CCOCC3)nn2)CC1	5	3
58	CC(=O)Nc1ccc(NC(=O)c2cc(-c3ccccc3)nc3ccccc23)cc1	16	-14
59	COCCCNC(=S)N/N=C/c1ccc(OC)cc1	-7	-3
60	COc1ccc(CCNS(=O)(=O)c2cc(C(=O)O)c(Cl)cc2Cl)cc1	0	-12

3 compounds picked at random from the list so far, as already listed:
entry	canonical_smiles	TAG inh	TAG inh DAPI viability
36	O=C(O)c1ccc(CSc2nnc(-c3ccncc3)n2-c2ccc(Br)cc2)cc1	-4	-5
4	O=C(NCCC1=CCCCC1)C1CCC(CNc2nc(=S)[nH]c3ccccc23)CC1 (stereo not given)	-23	-2
6	COc1ccc(-c2cnn(-c3ccccc3)c2N)cc1OC	18	-13

Other compounds
entry	canonical_smiles	TAG inh	TAG inh DAPI viability
61	COc1cc(OC)cc(C(=O)NNC(=O)c2ccc3c(c2)OCCO3)c1	9	-9
62	O=C(COC(=O)c1ccc[nH]c1=O)NC1CC1	7	-3
63	O=C(N/N=C/c1ccccn1)c1ccc([N+](=O)[O-])cc1	-8	-3
64	NC(=O)COc1ccc(Cc2ncc(C(F)(F)F)cc2Cl)cc1	-24	-8
65	O=C(CSC1=NS(=O)(=O)c2cc(Cl)ccc2N1)NCc1ccccc1	11	-1
66	Cc1ccccc1CS(=O)(=O)CCC(=O)O	-14	0
67	Cc1ccc(C2(C)NC(=O)N(CC(=O)Nc3ccc(S(=O)(=O)Nc4nccs4)cc3)C2=O)cc1 (stereo not given)	-3	2
68	C/C(=N\NC(=O)C1CC1)c1ccc(Cl)c(Cl)c1	6	-7
69	CC1CCN(S(=O)(=O)c2c[nH]c(=O)[nH]c2=O)CC1	2	-6
70	O=C(O)CC12CC3CC(C1)CC(n1ncc(N4CCC5(CC4)OCCO5)c(Cl)c1=O)(C3)C2	-10	8
71	Cc1nc(C)n(C(=O)N(c2ccccc2)c2ccccc2)n1	-5	-6
72	C[C@H](NS(=O)(=O)c1ccc(Cl)cc1)C(=O)OCC(=O)Nc1cc(S(=O)(=O)N2CCOCC2)ccc1Cl	11	6
73	COc1ccccc1CCC(=O)Nc1ccc(C)cc1Cl	-12	107
74	CCN(C(=O)COC(=O)c1cc(S(=O)(=O)N(C)C)ccc1Cl)C1CCS(=O)(=O)C1 (stereo not given)	1	2
75	COc1ccc(C(=O)NCN2CCN(c3ccccc3)CC2)cc1OC	21	10
76	C[C@@H]1CN([C@H](C)CO)C(=O)CCCn2nncc2CO[C@H]1CN(C)Cc1ccc(C(F)(F)F)cc1	-6	5
77	CCC1CCc2sc(C(=O)NCc3ccccn3)cc2C1 (stereo not given)	-19	9
78	CC1=C(C(=O)N(C)C)CC(CC(=O)NCc2cccs2)C(=O)N1CCC1=CCCCC1 (stereo not given)	5	-7
79	Cc1[nH]c2ccccc2c1SCC(=O)N1CCCc2ccccc21	3	-15
80	O=C(Oc1ccccc1)c1cc2ccccc2oc1=O	5	-3

Part of the list above, with each value named:
73) COc1ccccc1CCC(=O)Nc1ccc(C)cc1Cl
  TAG inh: -12; TAG inh DAPI viability: 107
71) Cc1nc(C)n(C(=O)N(c2ccccc2)c2ccccc2)n1
  TAG inh: -5; TAG inh DAPI viability: -6

Following part.
entry	canonical_smiles	TAG inh	TAG inh DAPI viability
81	Cc1nn2c(=S)[nH]nc2[nH]c1=O	-15	6
82	CC(C)Cn1c(SCC(=O)Nc2cccc(S(N)(=O)=O)c2)nc2ccccc2c1=O	4	-2
83	O=C(CN1CCCC1)N1CCCc2c1c(=O)oc1ccc(OCc3ccccc3)cc21	17	38
84	Cc1ccccc1C(=O)Nc1nnc(-c2ccc(F)cc2)o1	6	-5
85	C/C=C(\C)C(=O)NCCN1C2=NC[C@H](C(C)C)N2C[C@H]1Cc1ccc(O)cc1	5	-6
86	O=C(CCNC(=O)c1ccc(Br)cc1)NCCCSc1ccccc1	6	-2
87	CC(=O)Nc1cc2cc(NS(=O)(=O)c3ccc(Cl)cc3)ccc2oc1=O	58*	-48*
88	O=C(NC(Cc1ccccc1)C(=O)O)/C(=C\c1cccc([N+](=O)[O-])c1)NC(=O)c1ccco1 (stereo not given)	-12	7
89	COc1cccc(/C=C/C(=O)OCC(=O)c2ccc3c(c2)NC(=O)CO3)c1OC	17	-5
90	CC(C)CCOC(=O)C1C2C=CC3(CN(Cc4cccs4)C(=O)C13)O2 (stereo not given)	0	-7
91	N#Cc1cccc(NC(=O)CN2C(=O)NC(Cc3ccccc3)C2=O)c1 (stereo not given)	-4	-11
92	CCOC(=O)[C@@H]1[C@H]2COc3ccc(Br)cc3[C@H]2N2C(=O)N(c3ccc(C(F)(F)F)cc3)C(=O)[C@]12C	5	-9
93	Cc1ccc(NC(=O)CSc2nnc(CNC(=O)c3ccco3)n2C)cc1	9	2
94	CCN1CCCC1CNC(=O)c1c(O)c2c([nH]c1=O)CCCC2 (stereo not given)	9	13
95	CCOc1ccc(NS(=O)(=O)c2ccc(NS(C)(=O)=O)cc2)cc1	-7	-1
96	CCCN1C(=O)/C(=C\C=C2\N(CC)c3ccccc3C2(C)C)SC1=S	-251	-26
97	CC(O)(c1cccc(F)c1)c1nc(-c2ccc3ccccc3c2)cs1 (stereo not given)	-2	-3
98	NS(=O)(=O)c1cccc(NC(=O)CCN2C(=O)C3CCCCC3C2=O)c1 (stereo not given)	8	0
99	CCOc1ccccc1N1C(=O)CC(Sc2ccccc2N)C1=O (stereo not given)	-5	-2
100	CC(C)=C1SC(N2CCN(c3cccc(C(F)(F)F)c3)CC2)=NC1=O	21	-5
101	O=[N+]([O-])c1ccc2nc(C(O)C(O)c3nc4ccc([N+](=O)[O-])cc4[nH]3)[nH]c2c1 (stereo not given)	13	-7
102	CCCCCCCCN1C(=O)N(C)C(N(O)C(=O)NC)C1(C)C (stereo not given)	9	-4
103	CC(C)(C)NC(=O)c1ccccc1NC(=O)c1ccc2c(c1)OCO2	3	9
104	CSc1nc(-c2ccccc2)nc(N2CCN(C)CC2)c1C(C)=O	19	10
105	C=CCSc1nc2c(cnn2-c2ccccc2)c(=O)n1N	5	-8
106	CC(=O)Nc1ccc(-c2ccnc3c2CC(C(=O)NCC2CCOCC2)O3)cc1 (stereo not given)	40	-28
107	Cc1ccsc1/C=C1\CCc2ccccc2C1=O	-4	-10
108	Cc1ccc(N=Nc2c(O)[nH]c(=O)[nH]c2=O)cc1S(=O)(=O)Nc1ccc(Br)cc1	-14	8
109	CCOC(=O)c1c(CC(C)C)csc1NC(=O)COC(=O)c1cnc(C)cn1	1	8
110	CCOC(=O)c1c(C)oc2c1c(C(c1cccnc1)N1CCCCC1)c(O)c1ccccc12 (stereo not given)	4	12
111	CN(C(=O)c1ccccn1)c1nnc(-c2ccccn2)s1	0	26
112	Cc1cccc(C)c1NC(=O)NS(=O)(=O)c1ccccc1	2	-9
113	Cc1ccc(OCC(COCc2ccccc2)NC(C)C)cc1 (stereo not given)	-6	9
114	CCN(CC(=O)Nc1c(F)cccc1F)C(=O)c1cccc(S(=O)(=O)N2CCc3ccccc3C2)c1	-14	-4
115	Cc1ncc(CN2CCC(n3nccc3NC(=O)c3ccccc3)CC2)s1	11	2
116	O=S(=O)(c1ccc(-c2csc(-c3cccnc3)n2)cc1)N1CCCC1	-4	-2
117	Cc1cc(C(=O)Nc2ccccc2N2CCOCC2)no1	-15	2

A portion of the library; count on the stated rates, not on these rows.
